NR2E3 ag-1: agonists of human nuclear receptor NR2E3; Q9Y5X4; GST-NR2E3/biotin-RetCOR TR-FRET, 1536-well; inhibition of corepressor binding, % at 4.78 µM; 320,000 tested, 0.12% active; AID 2300;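 active = percent inhibition above the cutoff of mean plus 3 SD of all tested compounds, set per screening campaign, cut at about 20% in these data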;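 also: 0% = DMSO wells and 100% = biotin wells as full block of FRET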
Target sequence (Q9Y5X4 whole entry, looked up): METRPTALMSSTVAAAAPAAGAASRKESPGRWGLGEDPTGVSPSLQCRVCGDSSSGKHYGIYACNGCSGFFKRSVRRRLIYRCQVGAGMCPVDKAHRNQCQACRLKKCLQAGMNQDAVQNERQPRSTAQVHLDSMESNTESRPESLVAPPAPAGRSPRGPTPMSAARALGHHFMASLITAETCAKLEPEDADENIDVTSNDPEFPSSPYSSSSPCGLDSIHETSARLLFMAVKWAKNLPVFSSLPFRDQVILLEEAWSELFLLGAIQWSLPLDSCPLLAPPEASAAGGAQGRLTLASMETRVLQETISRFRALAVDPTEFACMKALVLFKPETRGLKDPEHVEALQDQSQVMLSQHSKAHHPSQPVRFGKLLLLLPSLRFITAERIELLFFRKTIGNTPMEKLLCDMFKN
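Material – GST-tagged NR2E3 plus biotinylated RetCOR corepressor · Quantity – NR2E3 fusion 1.35 nM · Times – 5 h incubation at 4 °C · Medium – pH 7.5 Tris-based buffer · Technique – TR-FRET, Eu(K)-anti-GST donor, streptavidin-D2 acceptor, ex 340, em 617/671 nm · Benchmarks – high control biotin, low control 0.6% DMSO · Format – 1536-well plates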
Vif imaging: HIV Vif inhibition; 340,000 tested, 0.35% active; HEK293T cells, Vif self-association by quenched fluorescence, imaging, 24 h; AID 602346; inhibition, % at 7.49 µM; in the data active = inhibition above about 50%, passing the limit was not always enough; also: some results filed as inactive read as strong as hits
PDI inh: PDI (human) enzyme inhibition. inhibition, % at 10 µM. 350,000 tested, 0.052% active. PDI insulin aggregation turbidity, A650, 90 min. P07237;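 active = mean inhibition across replicates of 30% or more, whatever share of single replicates reach that level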;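 also: absorbance from insulin aggregation driven by PDI reduction with DTT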
Target sequence (P07237 whole entry, looked up): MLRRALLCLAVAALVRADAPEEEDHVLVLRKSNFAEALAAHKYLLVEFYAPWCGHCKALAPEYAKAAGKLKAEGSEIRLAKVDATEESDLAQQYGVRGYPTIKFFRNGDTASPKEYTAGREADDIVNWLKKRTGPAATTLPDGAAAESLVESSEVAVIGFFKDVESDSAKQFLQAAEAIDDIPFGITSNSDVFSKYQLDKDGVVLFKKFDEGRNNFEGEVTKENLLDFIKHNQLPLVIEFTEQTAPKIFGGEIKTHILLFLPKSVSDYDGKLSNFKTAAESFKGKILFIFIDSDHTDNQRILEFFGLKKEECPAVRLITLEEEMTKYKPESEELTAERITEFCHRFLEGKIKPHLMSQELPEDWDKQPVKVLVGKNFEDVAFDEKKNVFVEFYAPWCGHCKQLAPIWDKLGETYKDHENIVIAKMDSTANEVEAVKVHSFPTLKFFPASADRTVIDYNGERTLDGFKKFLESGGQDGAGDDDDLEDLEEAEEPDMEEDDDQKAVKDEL
NR2E3 ag-2: agonists of human NR2E3 nuclear receptor; inhibition of corepressor binding, % at 3.98 µM; AID 602229; 360,000 tested, 0.35% active; CHO-S Gal4-NCOR/VP16-NR2E3 two-hybrid, luciferase; Q9Y5X4;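 active = inhibition above the mean of all tested compounds plus 3 SD, cut at about 70% in these data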;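 also: 0% = DMSO with NR2E3 transfected cells and 100% = cells lacking NR2E3 construct; higher means lower luciferase signal from less NR2E3 corepressor binding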
Shn3 3UTR inh: inhibitors of Schnurri-3 3'UTR reporter in osteoblasts; Clone20 osteoblast Shn3 3'UTR firefly luciferase, 24 h; inhibition, % at 12.5 µM; 360,000 tested, 0.52% active; AID 588674;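 active = mean inhibition of at least 75% with every replicate also reaching 75%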;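 also: 0% = median of neutral control wells and 100% = pilot-screen positive control compound; some compounds past the cut are filed as inactive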
CaV13 FRET inh: Primary screen for inhibitors of IQ motif and Ca2+-dependent inactivation inhibitor domain binding in CACNA1D, Förster resonance energy transfer in living cells, …; inhibition, % at 12.3 µM; HEK cells, CFP/YFP FRET ICDI-IQ, plate reader, 10 min; percent FRET-ratio fall versus neutral wells; 340,000 tested, 0.098% active;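 active = mean replicate inhibition of at least 30% and at least 1% of replicates passing that level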;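 also: 0% = median of the neutral control wells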
HIF-2a inh: inhibitors of HIF-2a. 786-0 RCC cells HIF-2a reporter, luciferase luminescence, overnight. inhibition, % at 18.8 µM. 360,000 tested, 0.72% active. AID 624352;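 active = inhibition of the luminescence signal of 40% or more relative to plate controls, in a single-dose primary screen at 18.75 µM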
CF NFkB inh: cystic fibrosis NF-kB activation inhibition | KKLEB NF-kB-GFP reporter, PAF-induced, GFP fluorescence overnight | inhibition, % at 5 µM | 360,000 tested, 0.86% active | AID 588850;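 active = at least 50% inhibition at 5 µM, scaled per plate between neutral and stimulator controls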;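 also: PAF is a Pseudomonas aeruginosa culture filtrate used as stimulus; plate controls were PAF-stimulated DMSO wells for no effect and unstimulated DMSO wells for full effect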
KKLEB cytotox: reduces viability of KKLEB cystic fibrosis airway cells; KKLEB CF airway cells viability, ATPlite luminescence, overnight; hits give low values; cells stimulated with P. aeruginosa culture filtrate; activity change (cytotoxicity), % at 5 µM; 360,000 tested, 0.36% active; AID 602141;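 active = corrected activity change at or below -50% at 5 µM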
MITF TRPM1 inh: reduces MITF-dependent TRPM1 promoter luciferase signal; SK-MEL-5 TRPM1 promoter luciferase, 24 h; inhibition, % at 12.5 µM; 330,000 tested, 0.83% active; AID 488899;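 active = mean inhibition across replicates of 60% or more, whatever share of single replicates reaches that level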; also: values of inactives mirror those of a sister screen read the other way
Peg3 promoter: Peg3 promoter activity inhibition; HeLa PEG-Prom luciferase reporter, luminescence, overnight; inhibition, % at 20 µM; 360,000 tested, 1.7% active;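 active = inhibition of at least 50% at 20 µM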
* marks the source's active call; other numbers are inactive results; nt = not tested or not shown.

Molecule,NR2E3 ag-1,Vif imaging,PDI inh,NR2E3 ag-2,Shn3 3UTR inh,CaV13 FRET inh,HIF-2a inh,CF NFkB inh,KKLEB cytotox,MITF TRPM1 inh,Peg3 promoter
CCOc1ccccc1CN1CCN(CC2=Cc3cc(OC)ccc3OC2)CC1CCO (configuration not stated),4,-7,2,-24,nt,-5,4,-5,-8,-1,-2
Cc1cccc(N2CCN(Cc3nc(CC4CC4)no3)CC2)n1,3,2,-5,-17,6,-6,4,-15,8,-1,-9
Cc1ccnn1CC(=O)N/N=C/c1ccco1,0,-5,2,-6,-8,-6,21,3,-10,1,5
CCc1ccccc1NC(=O)CCc1nc(-c2cccs2)no1,1,-13,-2,-14,-14,3,-51,16,7,-5,-18
O=C(COC(=O)c1ccc2ccccc2n1)c1ccc(F)cc1,5,2,-2,1,2,-6,12,-16,-7,2,-5
Cc1ccsc1/C=N/NC(=O)CC(=O)NCC(C)C,0,0,-2,4,-1,4,6,4,1,nt,5
CC(C)Oc1ccc(CSC(=N)N)cc1,-1,-5,-4,10,7,-7,-4,-6,-1,5,3
O=C(Cn1ncc(Cl)c(Cl)c1=O)N1CCc2ccccc21,nt,13,1,20,55,-7,94*,103*,-88*,99*,108*
Cc1nnc(NC(=O)c2ccc(Br)cc2)s1,-4,8,6,-12,-24,nt,-106,-18,9,-91,-204
CCc1nc2ccc(C(=O)Nc3ccc(OC)c(OC)c3)cn2c1N(C)C(=O)c1cccc(OC)c1,nt,0,11,-26,2,-10,-10,17,-3,nt,-9
Cc1ccnc(NC(=O)c2ccc(S(=O)(=O)NCc3ccco3)cc2)c1,-2,-2,2,-32,6,-1,-87,20,-1,0,-59
CC(C)(C)c1ccccc1NC(=S)NC1CCCC1,4,3,-5,10,-9,nt,10,6,4,-1,5
C[C@@H](CN=[N+]=[N-])CN1CC[C@H](NC(=O)OCc2ccccc2)CCC1=O,1,-7,-6,2,-10,2,7,13,-19,2,-5
COc1ccc(CNC(=O)c2cccc(NC(=O)CC3SC(N4CCCCC4)=NC3=O)c2)cc1 (configuration not stated),nt,12,-5,-28,0,-5,-2,32,-16,1,2
COC(=O)c1ccc(C2c3[nH]c4ccccc4c3C[C@H]3C(=O)N(C4CCN(Cc5ccccc5)CC4)CC(=O)N23)cc1 (some centres not stated),0,3,2,-7,6,-19,10,19,-7,1,4
CC(=O)c1ccc(N(CC(=O)NC2CCCC2)C(=O)CCC(=O)Nc2cc(C)on2)cc1,1,10,1,-13,12,-5,7,16,-7,5,-11
CCOc1ccc(CC(=O)NC2CCN(Cc3ccccc3)CC2)cc1,1,-7,-14,-23,3,-2,4,-19,-2,4,15
CCOC(=O)c1ccccc1N/C=C/C(=O)c1cccs1,8,nt,0,-17,-7,-5,-147,-33,7,6,-67
Cn1ccnc1SCC(=O)Nc1ccc(Br)cc1C(F)(F)F,2,8,4,-69,-40,nt,-123,-7,2,-56,-76
COc1ccc2nc(/N=C/c3cccc(OC)c3O)sc2c1,-3,-9,2,-35,21,-16,-65,5,8,14,-36
COC(=O)c1cc2ccsc2n1Cc1nc(-c2ccc(OC)cc2)oc1C,2,-9,5,-3,23,-7,2,18,-14,6,29
COc1ccccc1NC(=O)NCc1nc(-c2ccc(C(F)(F)F)cc2)no1,-3,11,-2,-5,3,3,22,-11,-3,-18,23
C=CCn1c(=O)c2ccc(C(=O)NCc3ccccc3)cc2n(Cc2ccc(Cl)cc2)c1=O,-1,4,-6,-4,50,-3,11,33,-21,3,6
CSc1ncc(C(=O)Nc2cccc(Cl)c2)c(C)n1,nt,13,-1,-1,-7,-3,-23,-11,10,8,3
CNc1ccc(Br)cc(C(=O)/C=C/c2ccc(OC)cc2)c1=O,-2,-9,4,-21,-26,-8,9,-11,-4,-2,-7
CC(=O)NCCN1C(=O)S/C(=C\c2cccs2)C1=O,1,-6,-4,-24,-9,-3,-51,-9,2,-24,-41
CCN(CC)C(=O)CN(c1cc(Cl)ccc1OC)S(C)(=O)=O,-1,-3,9,-4,20,nt,-6,2,-4,4,12
N/C(=N\OC(=O)c1ccc(Cl)cc1Cl)c1ccccn1,-2,2,-10,-43,63,-5,39,-12,-68*,33,68*
CN(C)c1ccc(C(=O)Nc2nnc(C3=COCCO3)o2)cc1,0,-2,-2,4,-20,-3,-41,-40,5,-30,-36
OCCC1CN(Cc2cc3ccccc3o2)CCN1Cc1ccc(F)cc1 (configuration not stated),1,-3,1,9,11,-4,-6,-12,7,7,7
N#C/C(=C\c1ccc(-c2ccc(S(=O)(=O)N3CCOCC3)cc2)o1)C(=O)NC1CC1,0,nt,-3,-5,-1,-4,9,-31,5,-6,17
COc1ccc(CN2C[C@@H](CO)O[C@@H](n3cnc4c(N5CCN(C)CC5)ncnc43)C2)cc1,nt,9,2,-23,-29,-10,1,5,-10,nt,-1
CC(=O)Nc1cncc(-c2cccc(C(=O)N(C)C)c2)n1,nt,-2,3,-8,-12,-7,11,5,-9,nt,-4
O=c1c2ccc(Cl)cc2[nH]c(=S)n1CCC1=CCCCC1,1,nt,0,5,1,-3,-50,-4,5,-29,-66
COc1cccc(CNC(=O)c2cc(C)nc3ccccc23)c1,-1,7,2,-17,-5,-5,3,-21,3,0,14
COc1ccc(C(C)=O)cc1CC1(C)C(=O)Nc2ccc(OC(F)(F)F)cc21 (configuration not stated),nt,5,-7,2,1,-6,8,6,-2,nt,3
Cc1c(C(=O)N2CC(C)OC(C)C2)[nH]c2ccc(Br)cc12 (configuration not stated),nt,19,-4,-1,26,-18,14,0,-3,0,19
CSc1ccc(/C=C(\C#N)C(=O)NC2CCCCC2)cc1,5,-3,7,2,20,-3,-7,35,-13,-11,-6
O=C(CNc1cc(S(=O)(=O)N2CCOCC2)ccc1N1CCOCC1)Nc1cccc(C(F)(F)F)c1,nt,1,0,11,-20,-5,13,15,-15,1,14
CN=C(C)/C(C(=O)OC)=C(/O)c1ccccc1F,7,-2,-9,10,-2,-5,17,-3,-7,-2,15

Ordered by SMILES length (smallest number first): part of the list above.
Molecule,NR2E3 ag-1,Vif imaging,PDI inh,NR2E3 ag-2,Shn3 3UTR inh,CaV13 FRET inh,HIF-2a inh,CF NFkB inh,KKLEB cytotox,MITF TRPM1 inh,Peg3 promoter
CN=C(C)/C(C(=O)OC)=C(/O)c1ccccc1F,7,-2,-9,10,-2,-5,17,-3,-7,-2,15
CC(=O)NCCN1C(=O)S/C(=C\c2cccs2)C1=O,1,-6,-4,-24,-9,-3,-51,-9,2,-24,-41
CSc1ccc(/C=C(\C#N)C(=O)NC2CCCCC2)cc1,5,-3,7,2,20,-3,-7,35,-13,-11,-6
CC(=O)Nc1cncc(-c2cccc(C(=O)N(C)C)c2)n1,nt,-2,3,-8,-12,-7,11,5,-9,nt,-4
OCCC1CN(Cc2cc3ccccc3o2)CCN1Cc1ccc(F)cc1 (configuration not stated),1,-3,1,9,11,-4,-6,-12,7,7,7
CCN(CC)C(=O)CN(c1cc(Cl)ccc1OC)S(C)(=O)=O,-1,-3,9,-4,20,nt,-6,2,-4,4,12
CNc1ccc(Br)cc(C(=O)/C=C/c2ccc(OC)cc2)c1=O,-2,-9,4,-21,-26,-8,9,-11,-4,-2,-7
Cc1c(C(=O)N2CC(C)OC(C)C2)[nH]c2ccc(Br)cc12 (configuration not stated),nt,19,-4,-1,26,-18,14,0,-3,0,19
COc1ccccc1NC(=O)NCc1nc(-c2ccc(C(F)(F)F)cc2)no1,-3,11,-2,-5,3,3,22,-11,-3,-18,23
COc1ccc(C(C)=O)cc1CC1(C)C(=O)Nc2ccc(OC(F)(F)F)cc21 (configuration not stated),nt,5,-7,2,1,-6,8,6,-2,nt,3
C=CCn1c(=O)c2ccc(C(=O)NCc3ccccc3)cc2n(Cc2ccc(Cl)cc2)c1=O,-1,4,-6,-4,50,-3,11,33,-21,3,6
N#C/C(=C\c1ccc(-c2ccc(S(=O)(=O)N3CCOCC3)cc2)o1)C(=O)NC1CC1,0,nt,-3,-5,-1,-4,9,-31,5,-6,17
O=C(CNc1cc(S(=O)(=O)N2CCOCC2)ccc1N1CCOCC1)Nc1cccc(C(F)(F)F)c1,nt,1,0,11,-20,-5,13,15,-15,1,14
COc1ccc(CN2C[C@@H](CO)O[C@@H](n3cnc4c(N5CCN(C)CC5)ncnc43)C2)cc1,nt,9,2,-23,-29,-10,1,5,-10,nt,-1

(listing goes on)
Molecule,NR2E3 ag-1,Vif imaging,PDI inh,NR2E3 ag-2,Shn3 3UTR inh,CaV13 FRET inh,HIF-2a inh,CF NFkB inh,KKLEB cytotox,MITF TRPM1 inh,Peg3 promoter
COc1ccccc1NC(=S)N1CCN(c2ccccn2)CC1,2,-11,-7,-2,1,-14,1,-1,-2,2,15
CCN1CCN(C(=O)c2nn(-c3ccc(C)cc3)c(=O)c3c2c2ccccc2n3C)CC1,-1,-3,-5,-5,-8,-5,-8,-4,3,8,2
O=C1CCC/C(=N\NC(=O)c2ccc(NS(=O)(=O)c3ccc(Br)cc3)cc2)C1,2,2,6,-30,3,-6,10,-6,-5,4,8
COc1ccc(C(=O)Oc2cc(/C=N/NC(N)=S)ccc2OC)cc1,0,2,-3,-33,-17,-5,-7,-22,7,-8,12
Cc1nc2cc(NCc3ccc(Cl)cc3)ccc2n1C,-2,-1,-3,-158,-27,-22,-156,-10,-2,-27,-249
O=c1c2cc(NC(=S)N3CCCCCC3)ccc2nc2n1CCCCC2,6,18,-3,-10,31,2,-11,12,-5,4,-15

Assay outcomes (PubChem)
